OX1R antag-1: OX1R (human) antagonism; O43613; OX1R-expressing cells, FRET antagonist read-out; inhibition, % at 6.6 µM; 1.8% of 330,000 active; AID 485270; in the data active = inhibition mostly above about 38%, no sharp cut-off; inactive = mostly below about 40%;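 note: 0% = agonist challenge alone and 100% = reference antagonist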
Target sequence (O43613 whole entry, looked up): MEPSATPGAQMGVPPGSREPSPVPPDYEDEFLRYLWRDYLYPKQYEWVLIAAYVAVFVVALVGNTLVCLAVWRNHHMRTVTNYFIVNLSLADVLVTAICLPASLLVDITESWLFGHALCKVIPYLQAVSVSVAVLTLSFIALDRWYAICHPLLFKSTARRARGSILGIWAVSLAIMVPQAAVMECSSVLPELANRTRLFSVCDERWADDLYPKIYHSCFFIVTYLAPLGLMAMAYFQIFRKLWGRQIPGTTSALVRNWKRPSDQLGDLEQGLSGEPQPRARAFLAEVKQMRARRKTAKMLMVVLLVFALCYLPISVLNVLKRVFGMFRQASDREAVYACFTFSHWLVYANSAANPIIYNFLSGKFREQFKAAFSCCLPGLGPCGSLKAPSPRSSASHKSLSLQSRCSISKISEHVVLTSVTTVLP
CHT allo act: allosterically activates the human high affinity choline transporter. Q9GZV3. CHT-expressing cells, membrane potential dye, choline EC20; stronger effect = higher value; LV-AA mutant CHT in HEK293 cells. B-score at 10 µM. 0.49% of 310,000 active;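 active = initial fluorescence not abnormally high and integrated response B-score, plate-corrected, over 3 SD above library mean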
Target sequence (Q9GZV3 whole entry, looked up): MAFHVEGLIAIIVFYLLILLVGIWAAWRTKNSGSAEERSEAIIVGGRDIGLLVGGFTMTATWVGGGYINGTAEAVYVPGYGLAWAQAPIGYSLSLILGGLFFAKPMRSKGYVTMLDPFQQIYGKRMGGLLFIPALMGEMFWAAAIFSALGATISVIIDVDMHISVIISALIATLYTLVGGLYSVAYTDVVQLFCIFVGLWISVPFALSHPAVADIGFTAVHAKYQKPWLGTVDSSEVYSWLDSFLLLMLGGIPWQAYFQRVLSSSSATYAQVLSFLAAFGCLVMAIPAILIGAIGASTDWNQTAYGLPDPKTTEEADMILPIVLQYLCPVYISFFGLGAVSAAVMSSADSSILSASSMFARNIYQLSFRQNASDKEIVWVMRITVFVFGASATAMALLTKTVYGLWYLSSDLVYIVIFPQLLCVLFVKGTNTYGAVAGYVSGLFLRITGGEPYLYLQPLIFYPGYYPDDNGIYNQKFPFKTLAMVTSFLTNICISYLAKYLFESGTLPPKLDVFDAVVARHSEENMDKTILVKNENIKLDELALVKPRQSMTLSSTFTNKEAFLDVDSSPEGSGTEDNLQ
OX1R antag-2: human HCRTR1 antagonism | O43613 | inhibition, % at 5 µM | 0.43% of 330,000 active | CHO/OX1R cells, Fluo-8 calcium fluorescence, orexin A | AID 434989;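 active = inhibition above its plate's threshold, mean inhibition of all tested compounds on the plate plus 3 SD, cut at about 37% in these data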;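 note: 0% = orexin A challenge wells and 100% = SB-334867-A antagonist wells; not every result past the cut was called active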
Active calls of the source: *; i = inactive; · = no result given; & = joins results of further samples. No enrichment for hits; overall some 2.5% were active at least once.

smiles	OX1R antag-1	CHT allo act	OX1R antag-2
CC(C)(C)OC(=O)NCCCCCc1nnc(SCc2ccccc2F)o1	12	i	-23
CCc1cc2c(=O)[nH]c(Cc3ccc(OC)cc3)nc2s1	1	i	-12
CC(Oc1ccccc1C(N)=O)C(=O)Nc1ccc(S(=O)(=O)N2CCCC2)cc1 (stereo unspecified)	25	i	-8
COc1ccccc1OCC(=O)N/N=C/C=C/c1ccc([N+](=O)[O-])o1	34	i	-8
COC(=O)c1cc(C)sc1NC(=O)CN1CCN(C(=O)C2CCCO2)CC1 (stereo unspecified)	8	i	-20
COc1cc(/C=N/NC(=O)c2ccc(O)cc2)ccc1OCC(=O)N1CC(C)OC(C)C1 (stereo unspecified)	15	i	-16
CCc1ccc(NC(=O)Cn2cnc3sc(C)c(S(=O)(=O)N4CCOCC4)c3c2=O)cc1	8	i	-15
Cc1ccc(S(=O)(=O)N2CCC[C@H]2C(=O)OCc2cc(=O)oc3cc(C)ccc23)cc1	8	·	1
CC(=O)Nc1ccc(Nc2nc(-c3c(C)nc4ccccn34)cs2)cc1	27	i	-19
CCC(C)NC(=O)c1ccc(COc2ccccc2Cl)cc1 (stereo unspecified)	19	i	-6
CN1CCN(C(=O)C2=C[C@H](c3csc4ccccc34)C[C@H](OCc3ccc(CO)cc3)O2)CC1	14	i	-4
O=C(CCC(=O)N(CC(=O)NC1CCCC1)Cc1ccc2c(c1)OCO2)Nc1nccs1	21	i	-4
Cc1ccc2cc(C)c3nnc(SCC(=O)N4CCN(C(=O)c5ccco5)CC4)n3c2c1	12	i	-16
CCOc1ccc(-c2nc(-c3ccccc3)no2)cc1OCC	14	i	-34
CC(C)(C)N1C(=O)c2ccc(C(=O)Nc3cc(C(=O)O)cc(C(=O)O)c3)cc2C1=O	15	i	-7
Cn1c(SCC(=O)N2CCCCC2)nc2c([nH]c3ccccc32)c1=O	8	i	-30
Cc1cccc(N/N=C/c2ccncc2)c1	-2	i	-25
CC(C)NC(=O)[C@H]1N2C(=O)c3ccccc3C2SC1(C)C (stereo partly specified)	13	i	-12
CCN(CC(=O)Nc1cc(Cl)ccc1C)C(=O)CC1CCCC1	2	·	-24
COc1ccccc1CNC(=O)COC(=O)c1ccccc1-c1ccccc1	14	i	-18
COc1ccc(CNC(=O)COC(=O)/C=C/c2cccc(Cl)c2)cc1	5	·	-26
Cc1ccc(S(=O)(=O)N2CCN(C(=O)CC(C)C)CC2)cc1	13	i	-9
COc1cc(C(=S)N2CCOCC2)ccc1OS(=O)(=O)c1ccc(C)cc1	9	i	6
CCOC(=O)c1cccc(NC(=O)c2c(N)n(C)c(=O)[nH]c2=O)c1	29	i	-10
CC(C)(C)/C(O)=C(/C#N)c1nc2ccccc2[nH]1	-1	i	-14

Next results
smiles	OX1R antag-1	CHT allo act	OX1R antag-2
Cc1ccc(S(=O)(=O)NCC(=O)OC2CCOC2=O)cc1 (stereo unspecified)	-11	i	-5
CCNC(=O)c1ccc(NC(=O)CC2SC(N3CCCC3)=NC2=O)cc1 (stereo unspecified)	12	i	4
O=S(=O)(/N=C(/Nc1cccnc1)c1ccccc1)c1ccc(F)cc1F	4	·	-15
NC(=O)Nc1cccc2ccccc12	6	i	-14
Cc1cc(C)n2cc(CSc3nc4cc(Cl)ccc4o3)nc2n1	37	i	-29
COc1cc(C(=O)N(Cc2ccccc2)c2cccc(C)c2)ccc1OC(F)F	23	i	-9
O=C(COc1ccc(C(=O)NCCN2CCOCC2)cc1)Nc1cccc(C(F)(F)F)c1	24	i	-4
CC(C)N(Cc1ccccc1)C(=O)COC(=O)c1ccc2c(c1)OCCO2	21	i	-14
Cc1ccccc1S(=O)(=O)Cc1ccc(C(=O)NCCCN2CCC(C)CC2)o1	8	i	-16
O=C(NCCCNC(=O)c1c(Cl)cccc1Cl)c1c(Cl)cccc1Cl	14	i	-3
Brc1ccc(-c2csc3ncnc(-n4nnc5ccccc54)c23)cc1	41	i	0
CCCC(c1nnnn1CCOC)N1CCN(c2nc3ccccc3s2)CC1 (stereo unspecified)	17	i	-19
COC(=O)c1nn(Cc2ccccc2)c(=O)c2ccccc12	29	i	-19
CC1CN(c2oc(COc3ccc(Cl)cc3Cl)nc2C#N)CC(C)O1 (stereo unspecified)	13	i	-39
COCCCC/C(=N\OCCN)c1ccc(C(F)(F)F)cc1	16&15&28&23	i	-20&-30&-16&-16
CCOC(=O)C(Cc1ccc(NC(=O)/C(=C\c2ccccc2)NC(=O)c2ccccc2)cc1)N1C(=O)c2ccccc2C1=O (stereo unspecified)	6	i	-6
O=C(NC(=S)NC1CCC(O)CC1)c1ccco1 (stereo unspecified)	4	·	-4
Cc1nnc(NCc2ccco2)s1	18	i	-15
O=C(CN1CCN(Cc2ccc(Cl)cc2)C1=O)NCCCN1CCN(c2ccc(F)cc2)CC1	22	i	-35
Nc1ccccc1SCC(=O)Nc1ccc2c(c1)OCO2	33	i	-2
COc1cc(-c2nc3ccccc3nc2-c2ccc(O)c(OC)c2)ccc1O	4	i	-9
O=C(COC(=O)c1ccc(C(F)(F)F)cc1)NC(=O)NC1CCCC1	0	·	1
O=C(c1cccnc1)N1CCN(Cc2ccc3ccccc3c2)CC1	-5	i	-13
CCOCCc1nnc(NC(=O)C(C)Oc2ccccc2)s1 (stereo unspecified)	19	i	-20
CCOc1cc(CNCCN(C)C)c(Cl)cc1OCC(=O)NCCc1ccccc1	23	i	-9

Next section.
smiles	OX1R antag-1	CHT allo act	OX1R antag-2
CC1COC(=O)C(NNc2ccc(Cl)c(Cl)c2)=N1 (stereo unspecified)	1	i	1
Cc1cccc(NC(=O)NNS(=O)(=O)c2ccc(F)cc2)c1	11	i	-22
Fc1ccc(N/N=C2/CC(c3ccccc3)Oc3ccccc32)c(F)c1 (stereo unspecified)	25	i	-13
O=C(Nc1cc(Cl)ccc1Cl)C1CCCO1 (stereo unspecified)	0	i	-15
Cc1ccc(OCc2ccc(C(=O)Nc3ccc(S(N)(=O)=O)cc3)o2)cc1	22	i	0
COC(=O)c1oc2ccc(Br)cc2c1-n1cccc1	8	i	-5
CC(Cc1ccccc1)C(=O)Nc1ccc(Br)cc1 (stereo unspecified)	50	i	-12
O=C(Nc1ccnn1C1CCN(Cc2ccc(Cl)cc2)CC1)C1CCCC1	4	i	-15
Cc1ccc(P(=Nc2ccccc2)(N2CCOCC2)N2CCOCC2)o1	14	i	-15
COC(=O)Cn1c(O)c(N=NC(=O)c2ccc3c(c2)OCO3)c2ccccc21	8	i	1
Cc1ccc(/C=N/NC(=O)CN2CCN(Cc3ccccc3)CC2)o1	5	i	-7
Cc1ccc(OCc2nnc(SCc3cc(=O)[nH]c4ccccc34)n2-c2ccccc2)cc1	14	i	-23
COc1ccc(C(=O)c2c3ccccc3[n+]([O-])n2CCC(N)=O)cc1	24	i	-8
O=C(NCCCN1CCOCC1)C(=O)NCC1CCCO1 (stereo unspecified)	8	i	-15
O=c1cc(CSc2nnc(-c3cccnc3)n2-c2ccccc2F)nc2sccn12	5	i	-11
Cc1cc(C(=O)NNC(=O)CCCOc2ccccc2)c(C)o1	13	i	-15
O=C(COC(=O)c1ccc(Cl)nc1)NCc1cccs1	24	i	1
Cc1oc(-c2ccc(Cl)cc2)cc1C(=O)/C(C#N)=C/Nc1ccccc1	3	i	6
COc1ccc(OC)c2[nH]c(=O)c(CCNC(=O)c3ccc(S(=O)(=O)N4CCCC4)cc3)cc12	0	i	-35
CCOC(=O)Cn1c(=O)oc2cc(S(=O)(=O)Nc3ccc(F)cc3)ccc21	10	i	22
Cc1ccc2cccc(Oc3ncnc4scc(-c5ccc(Cl)cc5)c34)c2n1	8	i	-48
O=C(CN1C(=O)C2C3C=CC(C3)C2C1=O)Nc1cccc(S(=O)(=O)N2CCCC2)c1 (stereo unspecified)	16	i	-8
O=S(=O)(Nc1cc(Cl)cc(Cl)c1)N1CCOCC1	5	i	-23
Cc1ccccc1NC(=O)Cc1nnc(SCC(=O)N2CCN(c3ccccc3)CC2)n1C	10	i	-22
COC(=O)C1CCN(S(=O)(=O)Cc2ccccc2)CC1	17	i	10

Of the compounds above, these have an NH in an aromatic ring.
smiles	OX1R antag-1	CHT allo act	OX1R antag-2
CCc1cc2c(=O)[nH]c(Cc3ccc(OC)cc3)nc2s1	1	i	-12
Cn1c(SCC(=O)N2CCCCC2)nc2c([nH]c3ccccc32)c1=O	8	i	-30
CCOC(=O)c1cccc(NC(=O)c2c(N)n(C)c(=O)[nH]c2=O)c1	29	i	-10
CC(C)(C)/C(O)=C(/C#N)c1nc2ccccc2[nH]1	-1	i	-14
Cc1ccc(OCc2nnc(SCc3cc(=O)[nH]c4ccccc34)n2-c2ccccc2)cc1	14	i	-23
COc1ccc(OC)c2[nH]c(=O)c(CCNC(=O)c3ccc(S(=O)(=O)N4CCCC4)cc3)cc12	0	i	-35

Additional entries:
Order of results: OX1R antag-1 | CHT allo act | OX1R antag-2
N#Cc1sc2nc(-c3cccs3)cc(-c3ccc(Cl)cc3)c2c1N
  4 | i | -7
Cc1cccc(S(=O)(=O)Nc2ccc(-n3c(C)nc4ccccc4c3=O)cc2)c1
  27 | i | -29
COc1ccc(NC(=S)N2CCC(C(=O)N3CCCCCC3)CC2)cc1
  9 | i | -4
COC(=O)C1=C(C)NC(C)=C(C(=O)OC)C1c1ccc(OC(=O)c2oc3ccccc3c2C)c(OC)c1
  8 | i | -25
COc1ccc(Cc2nc3ccccc3[nH]c2=O)cc1
  18 | i | -3
Cc1ccccc1NCCC(=O)Nc1ccc(Cl)cc1
  8 | i | -18
CCN1CCN(C(=O)CS(=O)(=O)Cc2nc(-c3ccccc3C)oc2C)CC1
  5 | i | -31
Cc1cccc(-n2nnc(C(=O)NCc3ccccc3Cl)c2N)c1
  21 | i | -15
COc1ccc(NC(=O)CCN2C(=O)C3C4CCC(C4)C3C2=O)cc1 (stereo unspecified)
  12 | i | -3
O=C(COC(=O)/C=C/c1ccc(Cl)cc1Cl)NCc1ccco1
  0 | i | -18
CCOC(=O)c1cnn(-c2ccc([N+](=O)[O-])cc2)c1N
  22 | i | -12
C=CCNC(=O)c1ccc2c(=O)n(Cc3ccccc3OC)c(=S)[nH]c2c1
  -5 | i | -18
CCCOc1ccc(/C=N/Nc2cccc([N+](=O)[O-])c2)c(O)c1
  24 | i | -16
CC(=O)Nc1ccc(C(=O)OCC(=O)N2CCN(C(=O)c3ccco3)CC2)cc1
  2 | · | -10
O=c1oc2ccccc2c(Nc2cccc3ccccc23)c1[N+](=O)[O-]
  68 | i | -12

Further compounds follow.
Order of results: OX1R antag-1 | CHT allo act | OX1R antag-2
CC(=O)N1c2ccc(S(=O)(=O)NCC3CCC(C(=O)NC4CCC(C)CC4)CC3)cc2CC1C (stereo unspecified)
  10 | i | -37
Cc1ccc(-c2csc3ncn(CC(=O)NCC(c4ccco4)N4CCCC4)c(=O)c23)cc1 (stereo unspecified)
  6 | · | -29
CN(CCc1ccccn1)C(=O)c1cc(COc2ccc(F)cc2F)on1
  34 | i | -12
O=C(Nc1ccccc1-c1ccccc1NC(=O)c1ccco1)c1ccco1
  18 | i | -21
CCCNC(=O)CCCN1C(=O)c2ccccc2Sc2ncccc21
  1 | i | -8
Cc1cnc(C(=O)OCC(=O)Nc2cc(S(=O)(=O)N3CCCCC3)ccc2Cl)cn1
  14 | i | -21
CCOC(=O)c1sc(NC(=O)c2cccc(S(=O)(=O)N3CCN(C)CC3)c2)cc1C
  35 | i | -25
O=C(O)c1cc([N+](=O)[O-])c(NCCC2=CCCCC2)c([N+](=O)[O-])c1
  55 | i | -19
CCCCN1CC[C@H]2C=CC[C@@H](C(=O)N3CCN(c4ccccc4)CC3)[C@H]2C1=O
  45 | i | -26
Cc1n[nH]c(=O)nc1N1CCN(c2ccccc2)CC1
  3 | i | -2
Cc1nc2c(Br)cc(Br)cc2cc1O
  55* | i | -14
Cc1ccc(-c2[nH]ncc2/C=N/n2c(C)nc3ccccc3c2=O)cc1
  4 | i | -25
Oc1ccc2ccccc2c1C=Nc1cc(C(F)(F)F)ccc1N1CCCC1
  22 | i | -14
CCOc1ccc(NC(=O)c2ccc(NS(=O)(=O)c3cccs3)cc2)cc1
  11 | i | -5
Cc1ccc(NC(=O)C(C)SCc2nc3sc(C)c(C)c3c(=O)[nH]2)nc1 (stereo unspecified)
  43 | i | -20

(cont.)
Order of results: OX1R antag-1 | CHT allo act | OX1R antag-2
N#Cc1ccc(NC(=O)Nc2ccc(Oc3ccc(NC(=O)Nc4ccc(C#N)cc4)cc3)cc2)cc1
  17 | i | 2
c1ccc2[nH]c(NCCCN3CCOCC3)nc2c1
  11 | 6.4* | 1
CCc1ccc(CN(C)C(=O)C2CCC(=O)N(Cc3cccc(OC)c3)C2)nc1 (stereo unspecified)
  14 | i | -20
COc1ccccc1OCc1ccc(C(=O)NCC2CCCO2)o1 (stereo unspecified)
  14 | i | -26
CCn1c2ccccc2c2cc(NC(=O)COc3ccc(OC)cc3)ccc21
  13 | i | -24
FC(F)Oc1ccc(-n2cc(-c3ccc(Cl)cc3)[n+]3c2CCCCC3)cc1
  16 | i | -11
CNC(=O)CSc1nnc(COc2ccc(Cl)cc2)n1CCOC
  12 | i | -9
NC(=O)NC(=O)COC(=O)c1cccc(NS(=O)(=O)/C=C/c2ccccc2)c1
  23 | i | -15
CCn1c(O)c(/C=N/N=C/c2ccc(OC)cc2)c2cc(C3=NNC(=O)CC3)ccc21
  5 | i | -21
CN1CCN(S(=O)(=O)c2cccc3nsnc23)CC1
  40* | i | 2
Cc1nc(C)c(Oc2ccc(Cl)cc2Cl)c(=O)[nH]1
  20 | i | -5
